Mtb UGM inh – inhibitors of M. tuberculosis UDP-galactopyranose mutase; inhibition, % at 10 µM; P9WIQ1; 320,000 compounds, 0.06% hits; purified UGM, fluorescence polarization probe displacement; in the data active means inhibition above about 10%, passing the limit was not always enough; inconclusive means no clear call, values can overlap the other calls
BoNT F protease – inhibitors of Botulinum neurotoxin F light chain protease; Multiplex microsphere protease cleavage assay, flow cytometry; inhibition, % at 10 µM; 360,000 compounds, 0.22% hits; AID 588497; in the data active means inhibition above about 35%, passing the limit was not always enough; inconclusive means no clear call, values can overlap the other calls; further: plate controls were buffer without enzyme for full effect and enzyme alone for no effect
PfHsp40 yeast – rescue of PfHsp40-mediated yeast toxicity. S. cerevisiae expressing PfHsp40, growth rescue, ATP luminescence. 340,000 compounds, 0.68% hits. growth rescue, % at 12.5 µM; in the data active means growth rescue above about 28%, passing the limit was not always enough; inconclusive means no clear call, values can overlap the other calls;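 further: yeast W303a lacking pdr1 and pdr3 grown in galactose medium; growth measured after three days at 30 °C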
FadD28 binding – blocks FadD28 binding to the bisubstrate probe; 360,000 compounds, 0.22% hits; fluorescence polarization; inhibition, % at 12.5 µM; in the data active means inhibition above about 8.5%, passing the limit was not always enough; inconclusive means no clear call, values can overlap the other calls
Anthrax LF inh2 – blocks Bacillus anthracis lethal factor protease; P15917; multiplex microsphere protease cleavage assay, LF; inhibition, % at 10 µM; 360,000 compounds, 0.12% hits; AID 588501; further: plate controls were buffer without enzyme for full effect and enzyme alone for no effect
Target sequence (P15917 whole entry, looked up): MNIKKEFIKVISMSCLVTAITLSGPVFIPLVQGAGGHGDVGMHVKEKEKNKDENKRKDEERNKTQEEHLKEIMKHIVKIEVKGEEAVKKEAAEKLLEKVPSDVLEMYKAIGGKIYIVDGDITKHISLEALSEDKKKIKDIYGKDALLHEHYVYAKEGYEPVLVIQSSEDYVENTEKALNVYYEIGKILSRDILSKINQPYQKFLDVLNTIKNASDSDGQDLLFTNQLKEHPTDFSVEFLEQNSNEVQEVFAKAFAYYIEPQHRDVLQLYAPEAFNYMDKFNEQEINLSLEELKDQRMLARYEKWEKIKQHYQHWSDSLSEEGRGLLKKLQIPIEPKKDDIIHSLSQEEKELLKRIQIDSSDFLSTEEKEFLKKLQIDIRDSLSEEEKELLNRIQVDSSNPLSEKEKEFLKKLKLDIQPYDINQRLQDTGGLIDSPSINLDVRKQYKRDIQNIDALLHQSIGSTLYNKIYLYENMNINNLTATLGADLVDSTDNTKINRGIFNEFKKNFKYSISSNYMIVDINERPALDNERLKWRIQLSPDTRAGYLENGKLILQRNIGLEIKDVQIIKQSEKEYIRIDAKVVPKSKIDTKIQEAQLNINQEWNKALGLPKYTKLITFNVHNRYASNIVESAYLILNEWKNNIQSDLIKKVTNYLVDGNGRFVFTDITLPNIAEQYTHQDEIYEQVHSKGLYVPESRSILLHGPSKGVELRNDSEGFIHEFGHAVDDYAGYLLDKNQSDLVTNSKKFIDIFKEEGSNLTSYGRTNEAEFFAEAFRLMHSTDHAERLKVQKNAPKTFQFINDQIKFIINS
GDH-TPI counter – counter-screen for M. tuberculosis FBA inhibitors: GDH-TPI coupled enzymes. inhibition, % at 4.8 µM. 360,000 compounds, 1.2% hits. GDH-TPI coupled enzyme counterscreen, NADH absorbance. AID 588335; in the data active means inhibition above about 30%;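 further: 0% = DMSO wells and 100% = wells lacking the enzyme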
BioA inh – blocks M. tuberculosis BioA enzyme activity | purified M. tuberculosis BioA enzyme, plate reader | inhibition, % at 9.99 µM | 360,000 compounds, 0.096% hits; in the data active means inhibition above about 40%; inconclusive means no clear call, values can overlap the other calls
BoNT-A LC inh2 – BoNT A light chain protease inhibition; multiplex microsphere protease substrate cleavage, flow cytometry; inhibition, % at 10 µM; 360,000 compounds, 0.17% hits; AID 588499; further: plate controls were buffer without enzyme for full effect and enzyme alone for no effect
FBA Mtb inh – Mtb fructose-bisphosphate aldolase inhibition; P9WQA3; purified M. tuberculosis FBA, fluorescence read-out; 360,000 compounds, 2.3% hits; inhibition, % at 1 µM; AID 588726; in the data active means inhibition above about 27%;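 further: 0% = vehicle and 100% = reference inhibitor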
Target sequence (P9WQA3 whole entry, looked up): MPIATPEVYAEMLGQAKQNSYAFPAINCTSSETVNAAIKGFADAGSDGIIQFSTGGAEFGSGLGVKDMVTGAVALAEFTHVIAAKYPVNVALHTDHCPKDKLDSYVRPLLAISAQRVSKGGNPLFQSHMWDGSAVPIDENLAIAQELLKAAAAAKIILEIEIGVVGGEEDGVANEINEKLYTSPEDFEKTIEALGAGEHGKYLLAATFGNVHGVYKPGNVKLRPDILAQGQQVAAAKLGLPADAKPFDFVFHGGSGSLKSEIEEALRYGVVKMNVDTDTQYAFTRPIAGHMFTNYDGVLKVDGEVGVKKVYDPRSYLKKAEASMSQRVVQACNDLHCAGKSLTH
Starred values were filed as active, the others as inactive; ? = inconclusive; . = no result given. Unless noted, no stated cut-off is given here; in the data, active means inhibition above about 30%; inconclusive means no clear call, values can overlap the other calls; inactive means below that.

Short keys – A = Mtb UGM inh; B = BoNT F protease; C = PfHsp40 yeast; D = FadD28 binding; E = Anthrax LF inh2; F = GDH-TPI counter; G = BioA inh; H = BoNT-A LC inh2; I = FBA Mtb inh
> O=C1/C(=C/c2ccccn2)SC(=S)N1N1CCOCC1
  A = 0.2	B = 2.1	C = -0.1	D = 1.1	E = -2.1	F = 15.4	G = .	H = 1.5	I = 7.8
> O=C(CSc1nnc(CNC(=O)c2cccc(C(F)(F)F)c2)o1)NCc1ccco1
  A = 3.8	B = -1.0	C = -0.5	D = -3.5	E = -3.3	F = 0.0	G = -0.4	H = 1.3	I = 0.1
> CCCC(=O)NCCCc1nc2ccccc2n1C(C)C
  A = 1.4	B = -2.4	C = 0.9	D = -2.2	E = -3.2	F = 3.9	G = -1.2	H = -0.3	I = 1.3
> Cc1nc(-c2ccccc2)nc(Cl)c1Cl
  A = -3.1	B = -0.4	C = -0.2	D = -0.4	E = -6.6	F = 0.0	G = .	H = 0.9	I = -1.9
> COc1cccc(CN(c2ccccc2C(=O)O)S(=O)(=O)c2ccc(C)cc2)c1
  A = .	B = -6.8	C = 0.1	D = -3.2	E = 2.0	F = -1.7	G = .	H = -0.1	I = -2.3
> OC1(c2cccc(C(F)(F)F)c2)CCN(c2ccc(-c3ccccc3)nn2)CC1
  A = -0.4	B = -2.4	C = 1.1	D = -0.8	E = -5.4	F = 12.0	G = -1.0	H = -0.1	I = -0.2
> CCOC(=O)c1n[nH]c(=O)c2ccccc12
  A = 1.8	B = -2.3	C = -2.0	D = -3.0	E = -6.9	F = 4.4	G = -1.3	H = -1.1	I = 1.2
> CCOC(=O)C1(C)CCN1C(=O)c1ccc(SC(F)(F)F)cc1 (stereo unspecified)
  A = .	B = -5.5	C = .	D = 0.4	E = -4.4	F = 8.0	G = 1.4	H = -0.6	I = 3.1
> COc1ccc(-c2cn(-c3ccc(Br)cc3)c3[n+]2CCS3)cc1
  A = -2.6	B = 0.5	C = 0.7	D = -0.6	E = -0.3	F = 0.0	G = 27.7	H = 0.2	I = -1.9
> COc1ccc(OCC(O)CNC(=O)c2c(-c3ccccc3)noc2C)cc1 (stereo unspecified)
  A = 1.5	B = -15.0	C = -1.9	D = -0.7	E = -8.0	F = -5.2	G = -1.6	H = 0.2	I = -0.4
> CC(=O)Nc1sc(C)c(C)c1C(=O)OCC(=O)NCc1ccccc1
  A = .	B = ?	C = -0.9	D = -1.6	E = ?	F = 7.3	G = -1.4	H = 10.9	I = 4.5
> COc1cc(/C=C2/C(=N)N3N=C(CC(=O)N4CCOCC4)SC3=NC2=O)ccc1OCc1ccccc1F
  A = -3.7	B = -3.4	C = -0.7	D = -4.7	E = -2.6	F = -9.0	G = -0.4	H = -1.3	I = -0.3
> COc1cccc(-c2nc(CS(=O)CC(=O)NCc3ccc(F)cc3)c(C)o2)c1 (stereo unspecified)
  A = -2.0	B = -6.0	C = -1.3	D = -1.6	E = 1.0	F = 12.0	G = -0.7	H = -1.5	I = 2.6
> Cc1cc2oc(=O)cc(COC(=O)c3n[nH]c4ccccc34)c2cc1C
  A = 2.5	B = -3.1	C = -0.4	D = -1.7	E = -2.0	F = 6.8	G = -2.1	H = -0.7	I = 6.7
> CC(=NNC(=O)c1ccncc1)c1ccccc1O
  A = .	B = 3.1	C = -1.4	D = -0.6	E = -2.0	F = 16.8	G = -1.1	H = 0.6	I = -0.4
> Cn1c(-c2cc3ccc(OC(=O)C(C)(C)C)cc3oc2=O)nc2ccccc21
  A = 0.3	B = 1.1	C = 0.0	D = -2.7	E = 0.1	F = 33.0*	G = -1.8	H = -0.1	I = 59.2*
> O=C(CCCCC(=O)OC1CCCCC1)OC1CCCCC1
  A = .	B = -10.7	C = 0.0	D = -0.9	E = -7.7	F = 2.6	G = -1.3	H = -0.3	I = -0.3
> Cc1ccc(N2C(=O)c3ccccc3C2C(=O)c2ccc(C)c(C)c2O)cc1 (stereo unspecified)
  A = -0.1	B = ?	C = 5.2	D = -1.7	E = 2.5	F = -2.6	G = .	H = ?	I = -0.9
> O=C(c1ccc(S(=O)(=O)N2CCCCC2)cc1)N(c1ccccn1)C1CCCCC1
  A = 0.1	B = -3.5	C = -0.1	D = -2.2	E = 1.0	F = 1.6	G = .	H = -0.9	I = -1.5
> COc1ccc(NC(=S)NCCc2ccccc2OC)c(OC)c1
  A = -2.6	B = -0.9	C = 0.0	D = -0.1	E = -7.8	F = 1.2	G = 1.2	H = -0.2	I = 8.8
> CCOc1cc2[nH]c(=S)n(CCC(=O)NC3CCCCC3)c(=O)c2cc1OCC
  A = .	B = 0.6	C = .	D = -0.4	E = 3.1	F = 8.0	G = -0.4	H = 0.6	I = 2.7
> O=[N+]([O-])c1ccc(C=Nc2ccc(Cl)c([N+](=O)[O-])c2)s1
  A = .	B = -7.9	C = 0.1	D = -1.9	E = -0.1	F = 11.7	G = .	H = -1.2	I = -1.1
> Cc1c(NC(=O)c2ccc(CN3CCc4ccccc4C3)cc2)c(=O)n(-c2ccccc2)n1C
  A = 2.9	B = -0.7	C = 2.1	D = 0.0	E = -2.5	F = 1.4	G = -1.1	H = 0.8	I = -1.7
> COc1cc2c(cc1OC)C(C)N(C(=O)c1cc3c(C)cc(C)cc3[nH]1)CC2 (stereo unspecified)
  A = 0.8	B = -1.1	C = 9.6	D = -9.8	E = -1.2	F = 3.8	G = -0.1	H = 1.0	I = -2.3
> O=C(NCCS(=O)(=O)c1ccc(Cl)cc1)c1ccc(F)cc1
  A = -0.3	B = -2.0	C = -1.9	D = -2.7	E = 0.5	F = -1.9	G = .	H = -0.8	I = 1.3
> Cc1nc([N+](=O)[O-])nn1C12CC3CC(CC(Br)(C3)C1)C2
  A = -0.1	B = -0.2	C = -0.3	D = 1.7	E = 0.5	F = 9.8	G = -1.6	H = 0.5	I = -0.9
> COc1ccc2cc(CCl)c(Cl)nc2c1
  A = -1.1	B = -5.4	C = -0.2	D = -0.9	E = -3.7	F = 6.3	G = .	H = 0.7	I = 0.6
> O=C(/C=C1\NC2(CCCC2)Cc2ccccc21)C(=O)N/N=C/c1ccccc1O
  A = 6.4	B = -19.4	C = 0.8	D = -1.9	E = -0.5	F = 21.9	G = -7.0	H = -0.3	I = -2.9
> Cc1cc(C)n2nc(C(=O)N3CCN(Cc4ccc5c(c4)OCO5)CC3)nc2n1
  A = 2.3	B = -11.5	C = -0.7	D = -3.8	E = -7.3	F = 1.3	G = .	H = 0.0	I = 3.0
> CCOC(=O)N1CCC(NC(=O)c2cc(COc3ccc(F)cc3Cl)on2)CC1
  A = 1.5	B = -6.6	C = -0.5	D = .	E = -1.8	F = 3.1	G = -4.2	H = -2.7	I = 2.3

Part of the list above, tab-delimited.
mol	Mtb UGM inh	BoNT F protease	PfHsp40 yeast	FadD28 binding	Anthrax LF inh2	GDH-TPI counter	BioA inh	BoNT-A LC inh2	FBA Mtb inh
O=C(NCCS(=O)(=O)c1ccc(Cl)cc1)c1ccc(F)cc1	-0.3	-2.0	-1.9	-2.7	0.5	-1.9	.	-0.8	1.3
Cc1nc([N+](=O)[O-])nn1C12CC3CC(CC(Br)(C3)C1)C2	-0.1	-0.2	-0.3	1.7	0.5	9.8	-1.6	0.5	-0.9
COc1ccc2cc(CCl)c(Cl)nc2c1	-1.1	-5.4	-0.2	-0.9	-3.7	6.3	.	0.7	0.6

Remaining list, next part
Short keys – A = Mtb UGM inh; B = BoNT F protease; C = PfHsp40 yeast; D = FadD28 binding; E = Anthrax LF inh2; F = GDH-TPI counter; G = BioA inh; H = BoNT-A LC inh2; I = FBA Mtb inh
> CCOc1ccccc1OCCCC(=O)NNC(=O)c1ccc(F)cc1
  A = .	B = -2.8	C = -1.3	D = -1.4	E = -5.2	F = 8.2	G = -0.5	H = 0.4	I = 1.6
> Cc1cc([N+](=O)[O-])nn1CC(=O)N1c2ccccc2CC1C (stereo unspecified)
  A = -1.0	B = 0.7	C = -0.9	D = -4.8	E = 0.9	F = -4.4	G = .	H = 0.5	I = 0.8
> COc1ccccc1-n1cnnc1SC(C)C(=O)Nc1cccc([N+](=O)[O-])c1 (stereo unspecified)
  A = -1.6	B = 5.3	C = -0.2	D = -4.7	E = 1.3	F = 5.5	G = .	H = 0.7	I = -0.1
> O=C(NCCN1CCN(Cc2ccccc2)CC1)c1ccc(CS(=O)(=O)c2c(Cl)cccc2Cl)o1
  A = .	B = -5.2	C = .	D = -4.7	E = -0.8	F = -0.9	G = -0.8	H = -0.2	I = -1.2
> Cc1ccc(NC(=S)NNC(=O)CSc2nnc(-c3ccc(Cl)cc3)n2C2CCCCC2)cc1
  A = 4.2	B = -2.3	C = 20.2	D = 0.9	E = 3.5	F = -8.1	G = .	H = -0.8	I = 1.1
> COc1ccc(NS(=O)(=O)c2ccc(N3CCOCC3)c(NC(=O)c3ccc(OC)cc3)c2)cc1
  A = -1.9	B = -0.6	C = 1.1	D = -5.1	E = -2.7	F = -0.4	G = .	H = -0.2	I = 0.5
> COc1cccc(NP(=O)(Oc2ccc(Cl)cc2)Oc2ccc(Cl)cc2)c1
  A = -0.5	B = -3.9	C = 4.4	D = -3.6	E = -0.5	F = -2.9	G = .	H = -0.6	I = -0.5
> CCOc1ccc(NS(=O)(=O)c2ccc(NC(=O)c3cccnc3)c(OC)c2)cc1
  A = -2.1	B = -6.1	C = -0.4	D = -3.3	E = -1.8	F = -1.2	G = 6.0	H = -1.3	I = 0.8
> O=c1[nH]c(-c2ccccc2)ncc1OCc1ccccc1
  A = .	B = -5.2	C = 0.4	D = -4.2	E = -8.9	F = 3.2	G = .	H = -0.2	I = -1.0
> O=c1cc(CSc2nnc(Nc3ccccc3)s2)nc2sccn12
  A = 1.7	B = -2.2	C = -0.3	D = -1.8	E = -1.5	F = 10.0	G = 1.5	H = 0.0	I = 3.9
> CC(NC(=O)NC(=O)c1cccc([N+](=O)[O-])c1)C1CC1 (stereo unspecified)
  A = 0.9	B = -3.0	C = -0.5	D = 0.3	E = -2.7	F = 2.4	G = -2.7	H = -3.9	I = 1.1
> CC(CN1CCCC1)OC(=O)C(c1ccccc1)c1ccccc1 (stereo unspecified)
  A = -0.3	B = -9.7	C = 0.3	D = -1.9	E = -17.6	F = -6.9	G = -0.8	H = -2.7	I = 1.8
> CC1(C(=O)Nc2cccc(C#N)c2)CCN1C(=O)c1ccccc1CCc1ccccc1 (stereo unspecified)
  A = .	B = -1.2	C = .	D = -1.9	E = -6.2	F = -5.4	G = -0.7	H = 0.2	I = -2.0
> O=C(Nc1ccc2c(c1)OCO2)C1CCCN(S(=O)(=O)Cc2ccccc2)C1 (stereo unspecified)
  A = -1.6	B = -5.5	C = -0.5	D = -0.8	E = -1.5	F = 9.3	G = 1.7	H = 0.1	I = -11.5
> O=C(CSc1nc2ccccc2[nH]1)Nc1ccccc1F
  A = 2.4	B = 4.0	C = 0.3	D = -2.9	E = -2.2	F = 8.6	G = 0.8	H = -0.5	I = 0.8
> CC(=O)Nc1nnc(CCS(=O)(=O)c2ccc(C)c(C)c2)s1
  A = 1.6	B = 0.2	C = -0.3	D = -1.4	E = 1.8	F = 3.2	G = 0.4	H = 0.3	I = 4.1
> CCOc1ccc(CN(C)CC(=O)Nc2ccc3c(c2)CCC3)cc1OC
  A = 6.8	B = 0.7	C = -1.0	D = -1.9	E = -3.0	F = -1.6	G = 0.1	H = 0.2	I = -6.7
> CCCCN(C(C)=O)c1c(CC)nc2ccc(C(=O)NCCc3ccccn3)cn12
  A = .	B = -9.2	C = .	D = -4.0	E = 1.1	F = -5.6	G = -0.3	H = -0.5	I = 0.5
> Nc1cc2c(cc1C(=O)c1ccccc1F)OCCO2
  A = -1.5	B = -0.1	C = -0.5	D = 0.0	E = 0.4	F = 7.8	G = -1.0	H = 0.0	I = -0.5
> CCCCCn1nc(C(=O)N(CCOC)c2c(N)n(CCCC)c(=O)[nH]c2=O)c2ccccc2c1=O
  A = -0.5	B = -2.5	C = 1.2	D = -5.2	E = 0.6	F = 7.2	G = 0.7	H = -2.1	I = -0.7
> COCC(C)NC(=O)CSc1nc2ccccc2c(=O)n1CCc1ccc(S(N)(=O)=O)cc1 (stereo unspecified)
  A = 1.2	B = -6.2	C = 1.0	D = -4.0	E = -2.4	F = 1.4	G = 2.2	H = 0.1	I = -1.4
> CCOc1ccc(NC(=S)NCc2ccc3[nH]c(C)cc3c2)cc1
  A = -0.6	B = -89.0	C = 8.9	D = -2.0	E = -57.1	F = -2.6	G = -0.6	H = 23.0	I = -1.4
